High-throughput results as filed in PubChem BioAssay.
OX1R antag-1 = blocks the human orexin 1 receptor; O43613; OX1R-expressing cells, FRET antagonist read-out; inhibition, % at 6.6 µM; 330,000 compounds, 1.8% hits; AID 485270; in the data active = inhibition mostly above about 38%, no sharp cut-off; inactive = mostly below about 40%;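 note: 0% = agonist challenge alone and 100% = reference antagonist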
Target sequence (O43613 whole entry, looked up): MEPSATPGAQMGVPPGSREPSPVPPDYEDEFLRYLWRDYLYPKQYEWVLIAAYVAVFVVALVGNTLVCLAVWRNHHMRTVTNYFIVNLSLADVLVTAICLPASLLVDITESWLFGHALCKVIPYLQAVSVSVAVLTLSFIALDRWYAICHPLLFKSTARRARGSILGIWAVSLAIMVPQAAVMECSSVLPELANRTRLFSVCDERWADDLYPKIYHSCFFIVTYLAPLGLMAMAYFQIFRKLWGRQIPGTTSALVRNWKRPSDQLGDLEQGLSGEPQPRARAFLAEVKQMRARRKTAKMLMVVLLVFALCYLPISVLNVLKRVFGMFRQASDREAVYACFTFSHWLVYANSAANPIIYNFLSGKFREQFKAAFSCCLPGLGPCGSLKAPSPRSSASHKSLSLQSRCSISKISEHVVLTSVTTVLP
OX1R antag-2 = human HCRTR1 antagonism; CHO/OX1R cells, Fluo-8 calcium fluorescence, orexin A; inhibition, % at 5 µM; O43613; 330,000 compounds, 0.43% hits; AID 434989;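 active = inhibition above its plate's threshold, mean inhibition of all tested compounds on the plate plus 3 SD, cut at about 37% in these data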;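 note: 0% = orexin A challenge wells and 100% = SB-334867-A antagonist wells; not every result past the cut was called active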
STK33 inh = blocks human STK33 kinase activity; Q9BYT3; purified STK33, MBP phosphorylation, ADP-Glo luminescence; inhibition, % at 10 µM; 320,000 compounds, 0.073% hits; AID 2661;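 active = inhibition at or above 25%, using the most active replicate where run in duplicate; inactive = inhibition below 25%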
Target sequence (Q9BYT3 whole entry, looked up): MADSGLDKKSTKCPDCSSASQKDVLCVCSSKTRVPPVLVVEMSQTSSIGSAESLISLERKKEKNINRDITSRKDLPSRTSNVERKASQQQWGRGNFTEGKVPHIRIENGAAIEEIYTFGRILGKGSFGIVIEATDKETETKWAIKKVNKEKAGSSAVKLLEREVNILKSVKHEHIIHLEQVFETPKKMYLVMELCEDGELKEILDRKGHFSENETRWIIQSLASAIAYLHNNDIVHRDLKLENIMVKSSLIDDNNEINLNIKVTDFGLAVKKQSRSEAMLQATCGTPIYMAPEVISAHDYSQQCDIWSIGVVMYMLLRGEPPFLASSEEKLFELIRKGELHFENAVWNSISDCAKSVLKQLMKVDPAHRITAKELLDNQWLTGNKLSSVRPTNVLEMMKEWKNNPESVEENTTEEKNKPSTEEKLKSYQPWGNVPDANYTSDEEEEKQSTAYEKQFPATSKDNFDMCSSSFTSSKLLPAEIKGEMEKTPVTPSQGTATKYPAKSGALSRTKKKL
The depositor's hits bear a star; · = not tested or not shown.

OX1R antag-1 | OX1R antag-2 | STK33 inh | smiles
9 | -31 | -1.7 | CCCCCCn1nc(C(=O)N(CCCC)c2c(N)n(CCC)c(=O)[nH]c2=O)c2ccccc2c1=O
13 | -14 | -1.5 | COc1ccc(CNC(=O)N2CCN(S(=O)(=O)c3ccccc3)CC2)cc1
5 | -14 | -1.4 | COCC(=O)NCCSc1c(C)[nH]c2ccccc12
0 | -8 | -1.4 | CCCCn1c(N)c(N(CCOC)C(=O)C2CC(=O)N(c3ccc(CC)cc3)C2)c(=O)[nH]c1=O (configuration not stated)
23 | -13 | -0.5 | Cc1cc([N+](=O)[O-])nn1CC(=O)NCCCN1CCOCC1
12 | -20 | 1.1 | CCC(=O)Nc1cc(-c2nn(C)c(=O)c3ccccc23)ccc1N1CCCCC1
5 | -22 | 0.0 | CC(=O)Nc1ccc(S(=O)(=O)NCC(=O)OCC(=O)c2cc(C)n(-c3ccc4c(c3)OCO4)c2C)cc1
1 | -8 | -0.6 | Cn1c(N)c(C(=O)c2ccc(C#N)cc2)c(=O)n(C)c1=O
24 | 5 | -1.5 | Cc1cccc(/C=C2\Oc3cc(OS(C)(=O)=O)ccc3C2=O)c1
12 | -21 | -1.0 | COC(=O)C1=C(C)N(C)C(=S)NC1c1ccc(OC)cc1OC (configuration not stated)
2 | -5 | -2.1 | Cc1c(NC(=O)CSc2ccccc2C(=O)Nc2cccnc2)c(=O)n(-c2ccccc2)n1C
12 | -34 | -1.0 | O=C(NCC(c1ccco1)N1CCc2ccccc21)C(=O)Nc1ccc(F)cc1F (configuration not stated)
27 | -16 | 0.4 | O=C(NCCc1cn2ccccc2n1)c1cc(COc2c(F)cccc2F)on1
0 | -25 | 0.2 | COc1ccccc1CNC(=O)c1[nH]c(C)c(C(C)=O)c1C
22 | -28 | -0.2 | Cc1ccc(S(=O)(=O)c2c(N)n(C)c3nc4ccccc4nc23)cc1
6 | -8 | 0.5 | CCc1ccc(C(C)NC(=O)Cc2ccc(F)cc2)cc1 (configuration not stated)
2 | -8 | -2.1 | Cc1cc(C(=O)NNC(=S)NCC2CCCO2)cs1 (configuration not stated)
27 | -10 | 0.2 | Brc1ccccc1OCCCCN1CCCCC1
5 | -12 | -2.0 | O=C(CN1CCc2ccccc2C1)Nc1ccc(OC(F)(F)F)cc1
-3 | -10 | -1.0 | CCCC(C)c1nnc(NC(=O)C2CCCO2)s1 (configuration not stated)
-6 | 2 | -0.9 | O=S(=O)(c1ccc(SCCOc2ccc(Cl)cc2)nc1)N1CCCC1
10 | -12 | -1.2 | O=S(=O)(c1ccc(Cl)cc1)N1CCN(CCc2ccncc2)CC1
15 | -32 | -1.2 | COc1ccc(/C=C/CN2CCN(CC(C)C)C(CCO)C2)cc1 (configuration not stated)
22 | -2 | -0.4 | O=C(O)CCCC(=O)N1N=C(c2ccccc2)CC1c1cccs1 (configuration not stated)
5 | -27 | 1.2 | COc1ccc(Cl)cc1NC(=O)COC(=O)CCCC1=NS(=O)(=O)c2ccccc2N1
28 | -40 | -2.4 | CC(CCc1ccccc1)NC(=O)Cn1cccc1C(=O)c1ccccc1 (configuration not stated)
27 | 2 | -1.1 | O=C(c1ccc(Cl)cc1)C(Cn1cncn1)C(Sc1ccccc1)c1ccccc1 (configuration not stated)
17 | -31 | -0.6 | CCN(CC)S(=O)(=O)c1cccc(-c2nnc(SCC(=O)NC3CCCCCCC3)n2N)c1
11 | -12 | -2.0 | CC1CN(C2CCN(C(=O)COc3ccccc3)CC2)CC(C)O1 (configuration not stated)
4 | -8 | -1.4 | CC(C)(C)NC(=O)COC(=O)CCC(=O)c1cccs1

Retrieved by compound from above (three):
OX1R antag-1 | OX1R antag-2 | STK33 inh | smiles
4 | -8 | -1.4 | CC(C)(C)NC(=O)COC(=O)CCC(=O)c1cccs1
27 | 2 | -1.1 | O=C(c1ccc(Cl)cc1)C(Cn1cncn1)C(Sc1ccccc1)c1ccccc1 (configuration not stated)
5 | -27 | 1.2 | COc1ccc(Cl)cc1NC(=O)COC(=O)CCCC1=NS(=O)(=O)c2ccccc2N1

(list continues)
OX1R antag-1 | OX1R antag-2 | STK33 inh | smiles
17 | -15 | · | Cc1c(C(=O)NNC(=O)c2ccncc2)oc2ccc(Br)cc12
4 | -7 | -0.5 | CC(C)C(NC(=O)c1ccc2c(c1)OCO2)C(=O)N/N=C\c1ccco1 (configuration not stated)
27 | -3 | -0.4 | CCCCC(=O)Nc1ccc(NC(=S)NC(=O)CC)cc1OC
11 | -13 | -0.4 | CC(=O)c1ccc(NC(=O)c2sc3nc4n(c(=O)c3c2C)CCCCC4)cc1
16 | -7 | 0.7 | COc1cccc(C2C(C#N)=C(N)OC(C(C)(C)C)=C2C#N)c1 (configuration not stated)
13 | -10 | -1.8 | Cc1ccc(NC(=O)CN(c2ccc(Cl)cc2)S(=O)(=O)c2cc([N+](=O)[O-])ccc2Cl)cc1
-3 | -13 | -0.1 | Cc1ccc(-n2c(=O)cc(N3CC(C)OC(C)C3)[nH]c2=O)cc1 (configuration not stated)
8 | -10 | 0.3 | CCOC(=O)c1c(NC(=O)Cc2ccccc2)sc2c1CC(C)(C)NC2(C)C
5 | -28 | 1.1 | O=C(NCCc1csc(-c2ccccc2)n1)c1ccc(Br)o1
19 | -19 | -1.4 | Cc1ccccc1-c1nc(CS(=O)(=O)CC(=O)NCCCN2CCN(C)CC2)c(C)o1
14 | -8 | 0.6 | CCN(C(=O)c1cc2c(s1)-c1ccccc1OC2)c1cc(OC)ccc1OC
3 | -17 | 0.1 | COc1ccc(NS(=O)(=O)c2cc3c(cc2C)N(C(C)=O)CCO3)cc1OC
13 | -18 | 0.3 | C[C@H](NC(=O)c1[nH]cnc1C(=O)Nc1ccccc1)C(=O)OC(C)(C)C
6 | -9 | -0.9 | COC(=O)Cc1ccc(NC(=S)NNC(=O)C2CC2)cc1
7 | -12 | -3.7 | CCc1ccc(NC(=O)CC2C(=O)NCCN2C(=O)c2ccc(F)cc2)cc1 (configuration not stated)
6 | -9 | -0.1 | O=C1CCN(Cc2ccc(O)cc2)CCN1[C@H](CO)c1ccccc1
17 | -14 | -0.8 | CCCn1c(C(C)NC(C)=O)nc2ccccc21 (configuration not stated)
5 | -39 | -1.4 | CCCCCn1c(CN2CCN(Cc3ccccc3)CC2)nc2c1c(=O)n(C)c(=O)n2C
3 | -14 | 0.8 | COc1ccc(N2CCN(CCNC(=O)CCC(=O)NNc3nc4ccccc4c4nc(C)nn34)CC2)cc1
14 | -3 | 1.0 | Cc1ccc(SCC(=O)O/N=C(\N)c2cccc([N+](=O)[O-])c2)cc1
5 | -10 | 0.1 | COCCNC(=O)C(c1ccc(F)cc1)N(CCOC)C(=O)CCC(=O)Nc1ccccn1 (configuration not stated)
26 | -11 | -1.5 | c1ccc(NCc2ccccn2)cc1
21 | -18 | 0.7 | COc1ccc2c(c1)CC/C(=C\C=C\c1ccccc1OC)C2=O
26 | -9 | 0.1 | CCSc1nnc(-c2cc(Br)ccc2N)c(=O)[nH]1
1 | -2 | 0.1 | C=CCn1c(C)cc(C(=O)COc2ccc(N(C)S(=O)(=O)c3ccc(NC(C)=O)cc3)cc2)c1C
8 | -13 | -1.7 | COc1ccccc1C(=O)NC(=O)COc1ccc(Cl)cc1Cl
26 | -12 | -0.3 | C/C(=N\OCc1ccc(C#N)cc1)c1cc2ccccc2o1
24 | -16 | -2.2 | COc1ccccc1NC(=O)CCN1CCN(C)CC1
18 | -20 | 0.8 | CC1CCc2nc(NC(=O)C3CCCO3)sc2C1 (configuration not stated)
34 | -11 | -1.3 | C/C(=N\NC(=O)c1ccco1)c1ccc(NC(=O)c2ccccc2)cc1
3 | -13 | -0.1 | O=C(O)C1C2CCC(C2)C1C(=O)Nc1ccc(Cl)c(Cl)c1 (configuration not stated)
27 | -7 | 6.8 | Cc1ccc(S(=O)(=O)c2cc(Nc3ccccc3)ccc2O)cc1
10 | -1 | 0.4 | C=CC[C@H](CC(=O)NCCO)C(=O)N[C@H](C)COC(=O)[C@@H](CC=C)Cc1ccc(F)cc1
0 | -9 | -0.3 | CC(C)CN(C(=O)CN(C)C(=O)c1ccco1)c1c(N)n(CC(C)C)c(=O)[nH]c1=O
-1 | -16 | 0.1 | CCn1cc(C(=O)N[C@@H](CCSC)C(=O)NCCOC)c(=O)c2cc3c(cc21)OCO3
14 | -30 | 0.7 | COC(=O)c1ccccc1NC(=O)C1(S(=O)(=O)c2ccc(Cl)cc2)CC1
-1 | -18 | -1.2 | O=C(Cc1c(F)cccc1Cl)NNC(=O)c1ccccc1Cl
11 | -32 | -1.3 | COc1ccc(C(=O)Nc2c(-c3ccccc3)nc3ccccn23)c(OC)c1
21 | -11 | -1.8 | COc1ccccc1C(=O)NNC(=O)C12CC3CC(CC(C3)C1)C2
11 | 3 | 0.1 | CC(Sc1ccccc1)C(=O)Nc1ccc(S(=O)(=O)N2CCOCC2)cc1 (configuration not stated)
0 | -16 | -0.6 | CC(C)C(NS(=O)(=O)c1cccs1)C(=O)N1CCC(C(N)=O)CC1 (configuration not stated)
25 | -21 | 1.1 | CC(C)[C@H](NC(=O)Nc1ccccc1F)C(=O)O
26 | -23 | -2.4 | CC(=O)N1CC(C)Sc2ccc(S(=O)(=O)NCCc3ccccc3)cc21 (configuration not stated)
15 | -21 | -2.7 | CCCN(CCC)CCNS(=O)(=O)c1ccc2c(c1)CCN2C(=O)C1CCC1
1 | -43 | -4.8 | COc1cc(C(=O)Nc2ccc3nc4n(c(=O)c3c2)CCCC4)ccc1Br
10 | -1 | -2.0 | CSc1nc2nc3c(cc2c(=O)n1-c1ccccc1C)COC(C)(C)C3
19 | -10 | -0.3 | C[C@]12c3[nH]c4ccccc4c3CCN1C(=O)C(CC(=O)NCCc1ccccn1)C[C@@H]2C(=O)N1CCCCC1 (some centres not stated)
22 | 6 | -2.2 | COc1ccc(-c2ccc3c(c2)S(=O)(=O)c2cccc(C(=O)O)c2C3=O)cc1OC
21 | -21 | -1.2 | CC(C)CC(=O)NCc1ccc(F)cc1
14 | -25 | -0.3 | Cc1ccc(CSC2=NCCN2C(=O)C(C)Oc2ccccc2)cc1 (configuration not stated)

Profiles, looked up by structure. Values in the order: OX1R antag-1 | OX1R antag-2 | STK33 inh
CCCN(CCC)CCNS(=O)(=O)c1ccc2c(c1)CCN2C(=O)C1CCC1 as listed: 15 | -21 | -2.7
CC(C)[C@H](NC(=O)Nc1ccccc1F)C(=O)O as listed: 25 | -21 | 1.1

(more compounds)
OX1R antag-1 | OX1R antag-2 | STK33 inh | smiles
8 | -3 | 0.5 | O=C(Nc1ccc(O)c2c(=O)cc(-c3ccccc3Cl)oc12)c1ccc(Cl)c(Cl)c1
14 | -6 | -0.5 | CN(C)c1ccc(NC(=O)CN2CCC(N3CCCCC3)CC2)cc1
13 | -25 | -1.7 | CCOc1cc(CN2CCCC(CNC(=O)c3ccc(F)cc3)C2)ccc1OC (configuration not stated)
2 | -3 | -3.4 | CSc1ccccc1C(=O)N1CCOCC1
3 | 8 | -1.5 | COc1ccc(S(=O)(=O)N2CCC(C(=O)N3CCOCC3)CC2)cc1
8 | -8 | 1.9 | Cc1cc(-c2[nH]nc3c2C(c2cccc(O)c2)C(C#N)=C(N)O3)c(C)s1 (configuration not stated)
9 | -21 | -0.3 | Cc1sc2ncnc(N(C)C3CCCCC3)c2c1C
6 | -26 | -0.8 | CCN(CC)CCC(c1ccc(N(C)C)cc1)c1c(O)cc(OC)cc1OC (configuration not stated)
15 | 0 | -1.4 | CN(c1ccc(C(=O)Nc2cccnc2)cc1)S(=O)(=O)c1ccccc1
22 | -22 | -0.4 | CC(C)c1nc(SCC(=O)N2CC(=O)Nc3ccccc32)c2ccccc2n1

Rewritten with tabs: entries from further up
structure	OX1R antag-1	OX1R antag-2	STK33 inh
CC1CCc2nc(NC(=O)C3CCCO3)sc2C1 (configuration not stated)	18	-20	0.8
C/C(=N\NC(=O)c1ccco1)c1ccc(NC(=O)c2ccccc2)cc1	34	-11	-1.3
O=C(O)C1C2CCC(C2)C1C(=O)Nc1ccc(Cl)c(Cl)c1 (configuration not stated)	3	-13	-0.1
Cc1ccc(S(=O)(=O)c2cc(Nc3ccccc3)ccc2O)cc1	27	-7	6.8

Next part:
OX1R antag-1 | OX1R antag-2 | STK33 inh | smiles
21 | -18 | 1.5 | COc1ccc(C(=O)Nc2cc3c4c(c2)C(C)C(=O)N4CCC3)cc1OC (configuration not stated)
25 | -11 | -1.1 | CCOC(=O)C1CCN(C(=O)c2cc3c(=O)n4ccccc4nc3n2C)CC1
18 | -5 | -0.1 | COc1ccc([N+](=O)[O-])cc1N(CC(O)CN1CCCCC1)S(=O)(=O)c1ccc(C)cc1 (configuration not stated)
13 | -3 | -0.9 | CSc1ccc(CN2C(=O)NC3(CCCCC3)C2=O)cc1
24 | -3 | -0.8 | CS(=O)(=O)N(CC(=O)N1CCN(Cc2ccccc2)CC1)c1ccccc1F
20 | -7 | 1.2 | C=CCN(C(=O)c1ccccc1)C1CCS(=O)(=O)C1 (configuration not stated)
10 | -3 | -0.3 | CN(Cc1ccccc1)S(=O)(=O)c1ccc2[nH]c(=O)oc2c1
2 | -3 | -0.8 | Cc1ccnc2nc(C(=O)OCC(=O)c3ccc(Cl)cc3)nn12
7 | -5 | 0.6 | N#Cc1ccccc1NC(=O)Nc1ccc(Cl)cc1
34 | 1 | -1.6 | Cc1ncc([N+](=O)[O-])n1CCOC(=O)NC(NCc1ccccc1Cl)C(Cl)(Cl)Cl (configuration not stated)
15 | -24 | 1.8 | O=C(c1cccs1)c1coc2ccc(O)c(CN3CCOCC3)c12
10 | -23 | -0.4 | CCN(CC)C(=O)Cn1cc(C(=O)C(=O)NCc2cccnc2)c2ccccc21
